ARFGAP1 inhibitor – inhibitors of rat ARFGAP1 GAP activity, primary screen, biochemical, fluorescence polarization, GDP tracer. hit rate 0.26% among 360,000. AID 651572, 2012. ADP-ribosylation factor GTPase-activating protein 1 (Rattus norvegicus), Q62848. inhibition, % at 16.5 µM. Arfgap1-stimulated ARF1 GTP hydrolysis, GDP FP detection;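 active means inhibition above a per-plate limit, mean inhibition of low control wells plus 3 SD, cut at about 25% in these data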;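 further: 0% = DMSO wells with enzyme and 100% = wells lacking Arfgap1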
Target sequence (Q62848 1-136 limits assumed): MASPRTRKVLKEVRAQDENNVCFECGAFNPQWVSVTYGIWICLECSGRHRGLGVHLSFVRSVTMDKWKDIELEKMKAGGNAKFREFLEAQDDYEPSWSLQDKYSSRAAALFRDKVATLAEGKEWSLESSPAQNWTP
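System: truncated rat Arfgap1 GAP domain / Medium: HEPES-based buffer, pH 7.5 / Also added: N-terminally truncated human ARF1-GTP substrate / Incubation: enzyme reaction 120 min at 25 °C after 20 min preincubation / Measured by: FP of antibody-bound GDP Alexa 633 tracer, ex 620/em 688 nm / Replicates: singlicate, each compound tested once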
SIAE inh – human SIAE inhibitors, primary screen, biochemical, fluorescence polarization, FP-Rh probe, 1536-well HTS; Sialate O-acetylesterase (Homo sapiens), Q9HAT2; SIAE FP-Rh probe binding; hit rate 0.69% among 370,000; inhibition, % at 9.66 µM;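 active means inhibition above a cutoff: mean of compounds within the control limits plus 3 SD of those, cut at about 17% in these data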;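 further: 0% = plate median of compound wells and 100% = probe without SIAE protein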
DDE Tn7 FP inh – inhibitors of Tn7 peptide binding to fibrin DD(E), primary screen, biochemical, fluorescence polarization, human fibrin, Tn7 probe. Fibrinogen beta chain (Homo sapiens), P02675. FP displacement of FITC-Tn7 peptide from fibrin DD(E); 0% = median of compound wells per plate. inhibition, % at 8.3 µM. hit rate 0.13% among 370,000. AID 720508, 2013;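 active means inhibition above the mean of compounds falling within the control limits plus 3 SD of them, cut at about 14% in these data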;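 further: 0% = plate median of compound wells and 100% = 10 µM Aha-Tn7 peptide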
Target sequence (P02675 whole entry, looked up): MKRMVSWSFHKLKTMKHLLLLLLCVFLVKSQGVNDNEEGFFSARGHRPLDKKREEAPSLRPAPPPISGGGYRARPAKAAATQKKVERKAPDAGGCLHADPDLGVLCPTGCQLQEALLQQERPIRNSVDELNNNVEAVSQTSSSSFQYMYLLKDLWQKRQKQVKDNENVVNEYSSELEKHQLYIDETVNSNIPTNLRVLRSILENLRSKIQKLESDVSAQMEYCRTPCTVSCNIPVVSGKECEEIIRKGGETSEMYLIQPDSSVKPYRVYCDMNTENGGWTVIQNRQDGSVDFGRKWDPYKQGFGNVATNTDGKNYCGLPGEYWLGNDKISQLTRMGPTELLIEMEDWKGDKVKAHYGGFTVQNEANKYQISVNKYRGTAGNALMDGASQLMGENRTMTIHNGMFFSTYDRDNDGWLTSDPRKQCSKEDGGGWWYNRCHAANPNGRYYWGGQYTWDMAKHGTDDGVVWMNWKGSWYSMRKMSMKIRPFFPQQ
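Also added: labelled Tn7 tracer, 0.1 µM; Assay system: human fibrin DD(E) protein; Amount: 2 µM fibrin DD(E); Schedule: 10 min compound pre-incubation, 3 h probe incubation at room temperature; Repeats: one replicate per compound; Read-out basis: percent inhibition; Measured by: fluorescence polarization of the labelled Tn7 tracer.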
ADAM17 inh – ADAM17 inhibitors, primary screen, biochemical, QFRET; hit rate 0.83% among 370,000; recombinant ADAM17, EDANS/DABCYL FRET peptide cleavage; Disintegrin and metalloproteinase domain-containing protein 17 (Homo sapiens), P78536; inhibition, % at 6.95 µM;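 active means inhibition above the mean of compounds lying between control limits plus 3 SD, set per campaign, cut at about 8.5% in these data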;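 further: 0% = DMSO-only wells as the low control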
ADAM10 inh – human ADAM10 inhibitors, primary screen, biochemical, QFRET, HTS. Disintegrin and metalloproteinase domain-containing protein 10 (Homo sapiens), O14672. recombinant ADAM10, EDANS/DABCYL FRET peptide cleavage, 3 h. inhibition, % at 7 µM. hit rate 0.62% among 370,000. AID 720582, 2013;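 active means inhibition above a per-campaign cutoff equal to the mean of compounds falling between control-based bounds plus 3 SD, cut at about 20% in these data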;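 further: 0% = DMSO wells while the 100% control is not disclosed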
ASAP1 GAP inh – inhibitors of human ASAP1 ArfGAP activity, primary screen, biochemical, fluorescence polarization. Arf-GAP with SH3 domain, ANK repeat and PH domain-containing protein 1 (Homo sapiens), …. ASAP1-stimulated ARF1 GTP hydrolysis, GDP FP detection. inhibition, % at 16.5 µM. hit rate 0.19% among 360,000; in the data active means inhibition above about 25%;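 further: 0% = vehicle with enzyme and substrate and 100% = no enzyme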
PLC-beta3 inh – human PLC-beta3 inhibitors, primary screen, biochemical, fluorescence. 1-phosphatidylinositol 4,5-bisphosphate phosphodiesterase beta-3 (Homo sapiens), Q01970. Purified PLC-beta3, fluorogenic substrate. inhibition, % at 12.2 µM. hit rate 0.18% among 370,000; in the data active means inhibition above about 11%;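 further: 0% = median of compound wells on plate and 100% = full blocker control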
Tn6 DDE FP – inhibitors of Tn6 peptide binding to fibrin DD(E), primary screen, biochemical, fluorescence polarization, human fibrin, Tn6 probe | Fibrin DD(E) TRITC-Tn6 fluorescence polarization displacement | inhibition, % at 8.3 µM | hit rate 0.21% among 370,000;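 active means inhibition above a per-campaign cutoff: mean of compounds within control limits plus 3 SD, cut at about 15% in these data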;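 further: 0% = median of all compound wells on the plate and 100% = blocking peptide control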
PLC-gamma1 inh – PLC-gamma1 enzyme inhibitors, primary screen, biochemical, fluorescence, purified enzyme; 1-phosphatidylinositol 4,5-bisphosphate phosphodiesterase gamma-1 (Homo sapiens), P19174; fluorogenic substrate; inhibition, % at 12.2 µM; hit rate 0.84% among 370,000; AID 720700, 2013; in the data active means inhibition above about 9.5%
TDP2 absorb – human TDP2 enzyme inhibitors, primary screen, biochemical, epi absorbance, recombinant enzyme; Tyrosyl-DNA phosphodiesterase 2 (Homo sapiens), O95551; T5PNP hydrolysis, p-nitrophenol absorbance 415 nm; inhibition, % at 12.8 µM; hit rate 0.34% among 370,000; AID 720702, 2013;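 active means inhibition above the mean of all tested compounds plus 3 SD, set per campaign, cut at about 25% in these data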;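 further: 0% = DMSO with enzyme and 100% = buffer with substrate but no TDP2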
Target sequence (O95551 whole entry, looked up): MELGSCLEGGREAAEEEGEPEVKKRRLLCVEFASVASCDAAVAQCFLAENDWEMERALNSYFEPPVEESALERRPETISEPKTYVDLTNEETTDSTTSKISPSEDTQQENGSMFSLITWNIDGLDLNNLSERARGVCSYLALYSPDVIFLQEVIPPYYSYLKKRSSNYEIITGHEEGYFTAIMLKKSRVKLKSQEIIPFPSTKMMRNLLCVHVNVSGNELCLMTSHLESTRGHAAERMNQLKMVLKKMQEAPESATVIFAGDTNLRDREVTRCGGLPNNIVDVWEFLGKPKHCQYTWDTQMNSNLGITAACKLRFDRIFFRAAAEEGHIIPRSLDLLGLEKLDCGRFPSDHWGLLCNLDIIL
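Test system: Human TDP2 enzyme | Reagent: 5 mM T5PNP | Compound dosing: 12.8 µM single point, 1% DMSO | Incubation: Enzyme reaction with compound for 2 h at 37 °C | Technique: p-Nitrophenol epi absorbance | Read-out: % inhibition relative to enzyme-containing and enzyme-free wells | Benchmarks: High control without enzyme, low control DMSO plus TDP2 | Replicates: Singlicate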
Active calls of the source: *.

(1) COc1cnc(-c2ccccc2)nc1Sc1ccccc1
(2) CCc1cc2c(=O)n(N)c(CCC(=O)O)nc2s1
(3) O=C(NC1CC1)c1ccc2sc([C@@H]3O[C@H](CO)[C@H](O)[C@H](O)[C@H]3O)nc2c1
(4) O=C(C[n+]1ccn(-c2ccccc2)c1)c1ccc([N+](=O)[O-])cc1
(5) O=Cc1c(Cl)nc2ccccn2c1=O
(6) NC(=O)CSc1nc2c(sc3ccccc32)c(=O)n1CCCC(=O)NCC1CCCO1 (stereo not drawn)
(7) O=C(CCS(=O)(=O)c1ccc(F)cc1)N1CCN(c2ccccc2)CC1
(8) COc1ccc(N2C(=O)C3C4C=CC(C5CC45)C3C2=O)c([N+](=O)[O-])c1 (stereo not drawn)
assay / entry	1	2	3	4	5	6	7	8
ARFGAP1 inhibitor	0	-11	-7	18	-15	19	1	4
SIAE inh	-2	9	5	2	12	6	5	3
DDE Tn7 FP inh	0	2	4	0	2	-2	0	-3
ADAM17 inh	3	-4	-4	-5	-17	-5	-1	-6
ADAM10 inh	7	-6	-6	0	-43	7	3	-3
ASAP1 GAP inh	7	3	9	5	5	5	-9	-8
PLC-beta3 inh	2	1	-1	-6	-26	1	-3	4
Tn6 DDE FP	-3	5	1	-3	-5	1	-2	5
PLC-gamma1 inh	-2	1	3	0	-17	3	0	2
TDP2 absorb	-8	12	11	0	9	8	-8	9

Taken from above.
Under SIAE inh, #7 reads 5
Under PLC-beta3 inh, #8 reads 4
Under TDP2 absorb, #2 reads 12
Under ARFGAP1 inhibitor, #5 reads -15

New compounds follow.
(9) Nc1nonc1/C(=N/O)N1CCCC1
(10) Cc1ccc(C)c(NC(=O)COC(=O)c2cccc(S(=O)(=O)N3CCCCC3)c2)c1
(11) CC(C)C(=O)NNc1ccc(C(F)(F)F)cn1
(12) CCCCNCCCCOc1ccccc1
(13) Cc1cc(OCC(=O)Nc2cc(-c3nn4c(C)nnc4s3)ccc2C)ccc1Cl
(14) O=C(COc1ccc(S(=O)(=O)N2CCCC2)cc1)Nc1ccc2c(c1)OCCO2
(15) CC(C)CN(C(=O)C1CCCO1)c1c(N)n(CC(C)C)c(=O)[nH]c1=O (stereo not drawn)
(16) O=C(COc1ccccc1)NS(=O)(=O)c1ccc(Cl)cc1
assay / entry	9	10	11	12	13	14	15	16
ARFGAP1 inhibitor	-7	12	-10	4	4	-5	4	8
SIAE inh	5	-2	-1	-3	-3	5	-8	5
DDE Tn7 FP inh	-1	9	3	3	-1	-3	-1	1
ADAM17 inh	-5	-4	-7	-1	-3	0	-2	-3
ADAM10 inh	-9	-14	1	-6	-26	1	0	4
ASAP1 GAP inh	-12	-7	6	3	-2	-5	6	-5
PLC-beta3 inh	-2	-5	4	-11	-1	4	0	-3
Tn6 DDE FP	5	-1	0	2	2	-5	-4	2
PLC-gamma1 inh	-2	1	-2	-4	-4	0	2	-3
TDP2 absorb	13	6	-7	-2	-1	7	15	0

(17) Fc1ccc(NC(=S)Nc2cc(-c3ccccc3)[nH]n2)cc1Cl
(18) CCOC(=O)N1CCN(c2ccc(N3C(=O)CCCC3=O)cc2[N+](=O)[O-])CC1
(19) O=C(Nc1ncc(Cc2ccc(Cl)cc2Cl)s1)c1ccc([N+](=O)[O-])cc1
(20) Cc1ccc(Nc2nc(N)c([N+](=O)[O-])c(N3CCOCC3)n2)cc1C
(21) O=C(COC(=O)c1cccc(Cl)c1)Nc1cccc(S(=O)(=O)NC2=NCCC2)c1
(22) O=C(NC(Cc1ccc(O)cc1)C(=O)N=Nc1c(O)[nH]c2ccccc12)c1ccccc1 (stereo not drawn)
(23) CCOC(=O)c1c(NC(=O)CSc2c[nH]c3ccccc23)sc2c1CCCC2
(24) CCC1CCCCN1C(=O)CCc1nnc(Cc2c[nH]c3ccccc23)o1 (stereo not drawn)
assay / entry	17	18	19	20	21	22	23	24
ARFGAP1 inhibitor	-1	-14	-8	-13	1	-1	6	-8
SIAE inh	-8	4	1	-5	6	5	-2	7
DDE Tn7 FP inh	6	-3	-8	9	1	0	-4	7
ADAM17 inh	5	-3	-1	0	0	1	9.7*	-1
ADAM10 inh	22*	-7	-5	2	5	2	9	5
ASAP1 GAP inh	8	-9	6	4	20	0	7	3
PLC-beta3 inh	-9	-5	1	4	-5	4	-3	1
Tn6 DDE FP	4	6	5	-5	7	4	1	1
PLC-gamma1 inh	-1	2	2	4	0	2	1	-2
TDP2 absorb	1	6	-11	7	-6	3	-18	7

(25) CCOC(=O)CSc1nc2ccccc2c(=O)n1C
(26) Cc1c(NC(=O)CN2CCCC(C)C2)ccc2nsnc12 (stereo not drawn)
(27) NNC(=O)CNC(c1ccccc1)c1cc(Cl)ccc1NC(=O)c1ccccc1 (stereo not drawn)
(28) CCCCN(C)CCCNC(=O)c1cc(-c2cccnc2)nc2ccccc12
(29) Cc1ccc(OCC(=O)c2c[nH]c3ccccc23)c([N+](=O)[O-])n1
(30) O=c1[nH]c(C(Cl)(Cl)Cl)nc2ccc3ccccc3c12
(31) Cc1cccc(NC(=O)CNC(=O)[C@H]2O[C@@H](n3ccc(N)nc3=O)[C@H](O)[C@@H]2O)c1C
(32) COc1ccc(CCNc2nc(C)cc(=O)[nH]2)cc1OC
assay / entry	25	26	27	28	29	30	31	32
ARFGAP1 inhibitor	0	1	8	1	12	-2	1	10
SIAE inh	-1	6	-16	1	-10	-7	0	5
DDE Tn7 FP inh	3	-1	3	-1	-4	-2	-6	3
ADAM17 inh	-3	-5	3	-6	8	0	-5	4
ADAM10 inh	-13	-3	2	-6	10	-8	-6	-3
ASAP1 GAP inh	-9	0	2	-2	-5	8	-19	8
PLC-beta3 inh	-3	-40	-11	-6	-4	-10	2	0
Tn6 DDE FP	1	-5	1	-5	-8	2	5	-1
PLC-gamma1 inh	-1	-26	-2	2	8	-2	0	1
TDP2 absorb	2	-6	-11	-17	-12	0	2	-23

Full records, looked up by structure. Screens in order: ARFGAP1 inhibitor	SIAE inh	DDE Tn7 FP inh	ADAM17 inh	ADAM10 inh	ASAP1 GAP inh	PLC-beta3 inh	Tn6 DDE FP	PLC-gamma1 inh	TDP2 absorb
Profile of COc1ccc(CCNc2nc(C)cc(=O)[nH]2)cc1OC : 10	5	3	4	-3	8	0	-1	1	-23
Profile of O=c1[nH]c(C(Cl)(Cl)Cl)nc2ccc3ccccc3c12 : -2	-7	-2	0	-8	8	-10	2	-2	0
Profile of Cc1cccc(NC(=O)CNC(=O)[C@H]2O[C@@H](n3ccc(N)nc3=O)[C@H](O)[C@@H]2O)c1C : 1	0	-6	-5	-6	-19	2	5	0	2

Following part:
(33) COc1ccc(S(=O)(=O)NC(=O)C2(C)CCN2C(=O)Cc2cc(C)cc(C)c2)cc1OC (stereo not drawn)
(34) COc1cc(/C=N/NC(=O)CCc2n[nH]c(=O)[nH]c2=O)ccc1O
(35) Brc1ccc(-c2nc3c4ccccc4ccn3c2Cc2ccccc2)cc1
(36) O=C(CCC(=O)c1cccs1)NNC(=O)c1cccc(Cl)c1
(37) CCn1c(CSc2nnc(-c3ccncc3)n2CCOC)nc2cc(C(=O)O)ccc21
(38) CCCCc1ccc(NC(=O)CN(C)CC(=O)Nc2ccccc2Cl)cc1
(39) COc1cc(OC)cc(-c2nc(=S)n3ccsc3n2)c1
(40) C/C(=N\NC(=O)CN(c1ccc(Oc2ccccc2)cc1)S(C)(=O)=O)C(C)(C)C
assay / entry	33	34	35	36	37	38	39	40
ARFGAP1 inhibitor	-6	4	-5	-3	-13	-5	-1	7
SIAE inh	3	8	-12	9	19*	-1	0	-10
DDE Tn7 FP inh	-2	0	-1	2	2	-15	7	0
ADAM17 inh	7	-2	-9	-1	-1	16*	0	2
ADAM10 inh	-11	1	-38	-3	-2	34*	7	4
ASAP1 GAP inh	-10	0	-8	15	-3	13	-2	-2
PLC-beta3 inh	-6	0	-34	-4	1	-40	2	1
Tn6 DDE FP	7	-1	0	5	19*	-3	2	1
PLC-gamma1 inh	-1	1	-22	-2	3	8	1	-2
TDP2 absorb	3	11	1	5	-3	-31	-10	-6

Entries by screen from the list.
Nos. 33 to 40 in Tn6 DDE FP, in turn: 7, -1, 0, 5, 19*, -3, 2, 1
Nos. 33 to 40 in PLC-beta3 inh, in turn: -6, 0, -34, -4, 1, -40, 2, 1
Nos. 33 to 40 in ADAM17 inh, in turn: 7, -2, -9, -1, -1, 16*, 0, 2

Later entries
(41) CC(=O)NC1C(OC(=O)/C=C/c2ccccc2)OC(COC(C)=O)C(OC(C)=O)C1OC(C)=O (stereo not drawn)
(42) Cc1cccc(C)c1NC(=O)COC(=O)CSc1nnc(N)s1
(43) COc1ccc(N2CCN(C(CNC(=O)C(=O)NCCCn3ccnc3)c3cccnc3)CC2)cc1 (stereo not drawn)
(44) O=C(NN1CCOCC1)NC12CC3CC(CC(C3)C1)C2
(45) COc1ccccc1N1C(=O)c2ccc(C(=O)Nc3ccc(F)cc3)cc2C1=O
(46) COc1ccc(OC)c(NC(=O)C2CCCN2C(=O)NC2CCCCC2)c1 (stereo not drawn)
(47) COc1ccc(NCc2nnc(SCC(=O)NCc3ccccc3)n2-c2ccccc2OC)cc1
(48) NC(=S)NNC(=O)c1ccccc1
assay / entry	41	42	43	44	45	46	47	48
ARFGAP1 inhibitor	1	-8	-2	0	4	6	13	-11
SIAE inh	6	0	4	-4	-7	-4	-3	2
DDE Tn7 FP inh	0	1	6	4	-5	-7	4	3
ADAM17 inh	-3	1	0	-4	-1	2	-3	-5
ADAM10 inh	-4	-1	3	-5	2	2	8	-17
ASAP1 GAP inh	-5	-7	-1	-7	20	3	9	8
PLC-beta3 inh	-9	1	-3	-5	-1	-4	2	2
Tn6 DDE FP	1	9	-1	-2	11	2	2	4
PLC-gamma1 inh	-1	-1	-1	-3	3	4	0	-3
TDP2 absorb	10	-3	6	-1	-10	-14	-1	3
